Assay outcomes: PubChem BioAssay, National Center for Advancing Translational Sciences (NCATS)
Abeta rescue: restores growth of yeast expressing A-beta42 peptide | yeast expressing A-beta42, growth rescue, OD600, 48 h; response scale: 0% DMSO, 100% iron-clioquinol control | Potency, µM (doses to about 46.1 µM), inactives show top-dose growth rescue, most hits filed as activators | 0.063% of 410,000 active | AID 1347071; also: potency is read from the fitted curve at half-maximal effect; nearly all actives have a fitted effect of over 55% in size
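Yeast A-beta toxicity model in growth medium with pinned compounds, 48 h at 30 C; growth read as absorbance at 600 nm. Normalized to FeCl3/clioquinol equimolar mix (positive) and DMSO (negative).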
PTHR1 ag: PTHR1 (human) receptor agonism; HEK293 GP2 PTHR1 cells, GloSensor cAMP luminescence, 1 h; 0.075% of 410,000 active; Potency, µM (top dose mostly 115 µM), for the others: at the highest dose activation, hits mostly activators; Q03431; AID 743266; also: potency is read from the fitted curve at half-maximal effect; nearly all actives have a fitted effect of over 55% in size; some results filed as inactive show a strong effect at the top dose; inactives centre near -15; many of its hits are not listed in these tables
Target sequence (Q03431 whole entry, looked up): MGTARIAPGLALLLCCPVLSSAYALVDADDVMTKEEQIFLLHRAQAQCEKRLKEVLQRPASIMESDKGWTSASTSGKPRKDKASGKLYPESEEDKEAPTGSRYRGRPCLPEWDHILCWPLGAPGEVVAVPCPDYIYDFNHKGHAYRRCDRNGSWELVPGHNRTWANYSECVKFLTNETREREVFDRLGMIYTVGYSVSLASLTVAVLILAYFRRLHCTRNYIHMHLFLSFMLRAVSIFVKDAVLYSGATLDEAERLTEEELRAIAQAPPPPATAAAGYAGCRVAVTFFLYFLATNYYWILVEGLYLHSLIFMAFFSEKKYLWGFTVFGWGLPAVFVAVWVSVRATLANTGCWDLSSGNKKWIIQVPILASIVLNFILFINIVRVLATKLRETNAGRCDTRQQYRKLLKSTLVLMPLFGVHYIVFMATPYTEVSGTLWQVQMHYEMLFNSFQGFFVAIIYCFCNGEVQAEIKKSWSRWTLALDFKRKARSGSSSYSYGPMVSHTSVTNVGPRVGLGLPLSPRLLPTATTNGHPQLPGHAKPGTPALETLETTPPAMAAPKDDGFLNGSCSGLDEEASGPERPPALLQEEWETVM
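HEK-293-derived GP2 cells expressing PTHR1 and a GloSensor cAMP reporter, 3,000/well, plated overnight, given luciferin plus IBMX (each 0.5 mM as added) for 1 h at 37 °C, then compound for 1 h at 37 °C. Luminescence was read after 15 min at room temperature.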
FUS yeast rescue: FUS proteinopathy suppression in yeast. Potency, µM (doses to about 76.6 µM), for the others: at the highest dose growth rescue (activation), hits mostly activators. 0.24% of 390,000 active. S. cerevisiae FUS-expressing, growth rescue, OD600, 24 h;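 also: potency is read from the fitted curve at half-maximal effect; plate controls were DMSO vehicle for no effect and reference control for full effect; nearly all actives have a fitted effect of over 55% in size; some results filed as inactive show a strong effect at the top dose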
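Restored growth of FUS-toxic S. cerevisiae, read as 600 nm absorbance after 24 h at 30C in galactose medium (starting OD 0.005). Controls CP55940 and DMSO.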
GLP1R inv ag: inverse agonists of human GLP-1 receptor; P43220; HEK293 GLP-1R CRE-luciferase, luminescence, 24 h; GLP-1R form is constitutively active; Potency, µM (highest dose often 38.3 µM), without a hit: at the top dose activity change, negative = inhibition, usual class: inhibitors; 1.6% of 410,000 active; AID 624417; also: potency is read from the fitted curve at half-maximal effect; % is scaled to controls: 0 for no effect and ±100 for the full control effect; nearly all actives have a fitted effect of over 55% in size
Target sequence (P43220 whole entry, looked up): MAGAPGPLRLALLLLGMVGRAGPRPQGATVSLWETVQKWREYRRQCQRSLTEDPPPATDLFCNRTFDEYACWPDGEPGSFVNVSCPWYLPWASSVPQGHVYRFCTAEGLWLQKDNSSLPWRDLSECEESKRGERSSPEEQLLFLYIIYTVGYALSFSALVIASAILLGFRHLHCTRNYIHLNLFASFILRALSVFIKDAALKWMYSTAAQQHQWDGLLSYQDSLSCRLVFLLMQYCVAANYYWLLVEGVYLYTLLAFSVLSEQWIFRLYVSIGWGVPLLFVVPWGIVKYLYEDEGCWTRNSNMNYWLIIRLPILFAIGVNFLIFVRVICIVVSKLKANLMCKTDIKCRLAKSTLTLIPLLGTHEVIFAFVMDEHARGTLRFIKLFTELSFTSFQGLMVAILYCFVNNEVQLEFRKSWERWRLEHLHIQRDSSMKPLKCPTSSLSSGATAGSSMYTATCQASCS
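Stable HEK293 clone (constitutively active GLP-1R + cAMP-response luciferase); 200 cells/uL plated, 12 h pre-culture, compound 24 hr, 37 deg C/5% CO2; detection reagent 12 min RT; luminescence.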
aSyn yeast inh: alpha-synuclein toxicity inhibition in yeast; 0.14% of 370,000 active; Potency, µM (highest dose often 46.1 µM), inactives show at the top dose growth rescue (activation), usual class: activators; Yeast expressing alpha-synuclein, growth rescue, BacTiter-Glo, 24 h; also: potency is read from the fitted curve at half-maximal effect; % of control where 0% means no effect; nearly all actives have a fitted effect of over 65% in size
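Rescue of yeast growth: cells expressing toxic alpha-synuclein, induced in galactose at OD600 0.02, incubated with compound 24 h at 30 C. ATP luminescence quantified growth; inhibitors of toxicity appear as activators.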
GLP-1R agonist: GLP-1 receptor (human) agonism; Potency, µM (highest dose often 45.6 µM), without a hit: at the highest dose activation, hits mostly activators; HEK293 GLP-1R CRE-luciferase, luminescence, 4-6 h; cells express a hypersensitive GLP-1R form; AID 624172; 0.007% of 380,000 active; P43220; also: potency is read from the fitted curve at half-maximal effect; % of control where 0% means no effect
D3 antag: antagonists of human D3 dopamine receptor; P35462; AID 652054; max response, negative = inhibition, %; 2.5% of 360,000 active; D3R cells, DiscoveRx beta-arrestin luminescence, antagonist mode; active compounds read low; in the data active = max response below about -50%; inconclusive = no clear call, values can overlap the other calls; also: % is scaled to controls: 0 for no effect and ±100 for the full control effect; mostly tested at two doses, the higher about 12 µM
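Cells plated overnight at 1500 cells/well, then exposed to library compounds with dopamine controls for 90 minutes at 37 degrees C. DiscoveRx reagent added for 30–60 minutes at room temperature; luminescence read, quantitative HTS format.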
Akt phos inh: blocks phosphorylation of Akt | Neuro2A IGF-stimulated pAkt S473 HTRF, 20 min; active compounds read low | activity change, % for hits at 50 µM | 0.32% of 360,000 active; in the data active = activity change below about -80%; inconclusive = mostly about -51% to -80%; also: % is scaled to controls: 0 for no effect and ±100 for the full control effect
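Single-point screen (50 µM final compound) in Neuro2A cells stimulated 20 min with 6 nM IGF at 37 deg C. After lysis, Ser473-phosphorylated Akt read by HTRF (ex 330 nm, em 615/665 nm) as the 665/615 ratio.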
TDP43 rescue: TDP-43 toxicity inhibition in yeast. 1.8% of 410,000 active. TDP-43 expressing yeast growth rescue, BacTiter-Glo, 24 h. Potency, µM (series often up to 46.1 µM), inactives show top-dose growth rescue (activation), usual class: activators. AID 652104; also: potency is read from the fitted curve at half-maximal effect; % of control where 0% means no effect; nearly all actives have a fitted effect of over 50% in size
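Yeast expressing TDP-43 (pregrown in raffinose, seeded at OD600=0.02 in galactose medium) exposed to compounds 24 hr at 30 deg C. Growth read by BacTiter-Glo luminescence; rescue of toxicity appears as increased signal.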
Active calls of the source: *; [ ] = remark or other dose. Unless noted, calls follow the shape of the dose curve; as a rule, active = well fitted curve in the direction sought with a large enough effect; inconclusive = small, poorly fitted or top-dose-only effect, or another doubt; inactive = no such curve, though single readings can be large; an effect the other way counts as inactive or inconclusive. The list is partial; the hit share may differ from the screen's.

Cc1c(NS(=O)(=O)CC23CCC(CC2=O)C3(C)C)c(=O)n(-c2ccccc2)n1C (configuration not stated) was read as Abeta rescue 0%, PTHR1 ag 10%, FUS yeast rescue 16%, GLP1R inv ag -5%, aSyn yeast inh -1%, GLP-1R agonist 4%, D3 antag 19, Akt phos inh inactive and TDP43 rescue -11%.
Screening CCOc1ccc(NC(=O)CN(C)CC(=O)Nc2ccc(Br)cc2F)cc1OCC returned Abeta rescue 2%, PTHR1 ag inactive, FUS yeast rescue 13%, GLP1R inv ag inconclusive, aSyn yeast inh -1%, GLP-1R agonist 21%, D3 antag 2, Akt phos inh inactive and TDP43 rescue -12%[9.22 µM].
For CCOC(=O)c1cccc(NC(=O)[C@@H](c2ccccc2)N2Cc3ccccc3C2=O)c1 the results were Abeta rescue -6%, PTHR1 ag -37%[inhibitor], FUS yeast rescue -22%, GLP1R inv ag inconclusive, GLP-1R agonist -5% and TDP43 rescue 9%.
Screening Cc1c(C(=O)NC(C)c2ccccc2)sc2nc3n(c(=O)c12)CCCC3 (configuration not stated) returned Abeta rescue -7%, PTHR1 ag -21%, FUS yeast rescue 18%, GLP1R inv ag 14% and TDP43 rescue 28%.
Screening CCNc1nn2ccccc2c1/C=C(\C#N)C(=O)OCC returned Abeta rescue -3%, PTHR1 ag -19%, FUS yeast rescue -15%, GLP1R inv ag 53%[activator], aSyn yeast inh -1%, GLP-1R agonist inconclusive, D3 antag 19, Akt phos inh inactive and TDP43 rescue inconclusive.
For CN(C(=O)CN1CCCCCC1)c1c(N)n(Cc2ccccc2)c(=O)[nH]c1=O the results were Abeta rescue 1%, PTHR1 ag -8%, FUS yeast rescue 9%, GLP1R inv ag 8%, aSyn yeast inh 0%, GLP-1R agonist -4%, D3 antag -11, Akt phos inh inactive and TDP43 rescue 10%.
COc1cccc(CN2CCN(C3CSCCSC3)CC2CCO)c1 (configuration not stated) was read as Abeta rescue -3%, PTHR1 ag -10%, FUS yeast rescue 9%, GLP1R inv ag -7%, aSyn yeast inh -4%, GLP-1R agonist 11%, D3 antag -16, Akt phos inh inactive and TDP43 rescue 0%.
For N#Cc1ccccc1S(=O)(=O)NC(=O)[C@H]1O[C@@H](n2cnc3c(N)ncnc32)[C@H](O)[C@@H]1O the results were Abeta rescue -9%, PTHR1 ag inactive, FUS yeast rescue -16%, GLP1R inv ag 13%, aSyn yeast inh 0%, GLP-1R agonist 4%, D3 antag 14, Akt phos inh inactive and TDP43 rescue 21%.
Screening O=C(O)c1ccc(/C=C2\CCCc3c2nc2ccccc2c3C(=O)O)cc1 returned Abeta rescue -11%, PTHR1 ag inactive, FUS yeast rescue 38%, GLP1R inv ag 0%, aSyn yeast inh -2%, GLP-1R agonist 1%, D3 antag 8, Akt phos inh inactive and TDP43 rescue -12%.
Screening CN(CC(=O)Nc1cccc(S(=O)(=O)NC2=NCCC2)c1)Cc1cccc(F)c1 returned Abeta rescue -6%, PTHR1 ag -16%, FUS yeast rescue 9%, GLP1R inv ag -1%, aSyn yeast inh -3%, GLP-1R agonist -1%, D3 antag 4, Akt phos inh inactive and TDP43 rescue -6%.
For O=C(Oc1ccc(F)cc1)c1cccnc1 the results were Abeta rescue -7%, PTHR1 ag inactive, FUS yeast rescue -30%, GLP1R inv ag -6%, aSyn yeast inh -6%, GLP-1R agonist -7%, D3 antag -1, Akt phos inh inactive and TDP43 rescue 11%.
`COc1ccc(C2NC(=O)Cc3cc(OC)c(OC)cc32)cc1OC` (configuration not stated) gave Abeta rescue -8%, PTHR1 ag inactive, FUS yeast rescue -7%, GLP1R inv ag 43%[activator], aSyn yeast inh 3%, GLP-1R agonist -4%, D3 antag -13, Akt phos inh inactive and TDP43 rescue -2%.
`CC(=O)c1ccc(NC(=O)CN(C)S(=O)(=O)c2cc3c(cc2C)NC(=O)CO3)cc1` gave Abeta rescue -8%, PTHR1 ag -22%, FUS yeast rescue -14%, GLP1R inv ag 6% and TDP43 rescue 15%.
Screening O=c1[nH]c(SCc2c(Cl)cccc2Cl)nc2ccccc12 returned Abeta rescue -7%, PTHR1 ag inactive, FUS yeast rescue -28%, GLP1R inv ag 13%, aSyn yeast inh 9%, GLP-1R agonist 2%, D3 antag 10, Akt phos inh inactive and TDP43 rescue -6%.
Screening COc1ccccc1C(=O)Nc1ccc(C)cc1C(=O)c1ccccc1 returned Abeta rescue -4%, PTHR1 ag inactive, FUS yeast rescue 41%, GLP1R inv ag inconclusive, aSyn yeast inh 0%, GLP-1R agonist 11%, D3 antag 8, Akt phos inh inactive and TDP43 rescue -3%.
For O=CNc1cc(-c2ccc(C(=O)NC3CC3)cc2)cn2c(-c3ccccc3)cnc12 the results were Abeta rescue -5%, PTHR1 ag -5%, FUS yeast rescue 19%, GLP1R inv ag -24%, aSyn yeast inh 0%, GLP-1R agonist -7%, D3 antag inconclusive, Akt phos inh inactive and TDP43 rescue 8%.
For COc1ccc(-n2c(=O)c3c(c4cc(OC)ccc4n3C)n(Cc3cccc(C)c3)c2=O)cc1 the results were Abeta rescue -12%, PTHR1 ag inactive, FUS yeast rescue -5%, GLP1R inv ag 18%, GLP-1R agonist -1% and TDP43 rescue 4%.
For CC1C(=O)N2CCCc3cc(S(=O)(=O)N(C)c4ccccc4)cc1c32 (configuration not stated) the results were Abeta rescue -1%, PTHR1 ag inactive, FUS yeast rescue inconclusive, GLP1R inv ag 2%, aSyn yeast inh 10%, GLP-1R agonist -2%, D3 antag 15, Akt phos inh inactive and TDP43 rescue -9%.
O=C(NC(=S)N1CCCCC1)c1csc([N+](=O)[O-])c1 was read as Abeta rescue 2%, PTHR1 ag inactive, FUS yeast rescue -8%, GLP1R inv ag -14%, aSyn yeast inh 1%, GLP-1R agonist 2%, D3 antag 1, Akt phos inh inactive and TDP43 rescue inconclusive.
Screening Cc1ccc(N(C(=O)c2ccco2)C(C(=O)NC2CCCC2)c2cccnc2)cc1 (configuration not stated) returned Abeta rescue -10%, PTHR1 ag 0%, FUS yeast rescue -12%, GLP1R inv ag 15%, aSyn yeast inh 1%, GLP-1R agonist 5%, D3 antag -1, Akt phos inh inactive and TDP43 rescue -6%.

Next section, starting with the last 2 of the part before.
O=C(NC(=S)N1CCCCC1)c1csc([N+](=O)[O-])c1 was read as Abeta rescue 2%, PTHR1 ag inactive, FUS yeast rescue -8%, GLP1R inv ag -14%, aSyn yeast inh 1%, GLP-1R agonist 2%, D3 antag 1, Akt phos inh inactive and TDP43 rescue inconclusive.
Screening Cc1ccc(N(C(=O)c2ccco2)C(C(=O)NC2CCCC2)c2cccnc2)cc1 (configuration not stated) returned Abeta rescue -10%, PTHR1 ag 0%, FUS yeast rescue -12%, GLP1R inv ag 15%, aSyn yeast inh 1%, GLP-1R agonist 5%, D3 antag -1, Akt phos inh inactive and TDP43 rescue -6%.
Screening O=C(CSc1nnc2scc(-c3ccc(F)cc3)n12)NCc1ccco1 returned Abeta rescue 13%, PTHR1 ag -30%, FUS yeast rescue 25%, GLP1R inv ag 2%, aSyn yeast inh 1%, GLP-1R agonist 16%, D3 antag 6, Akt phos inh inactive and TDP43 rescue -14%.
For CC1(C)C2CCC1(CS(=O)(=O)Nc1ccc(S(=O)(=O)N3CCCC3)cc1)C(=O)C2 (configuration not stated) the results were Abeta rescue 12%, PTHR1 ag -11%, FUS yeast rescue inconclusive, GLP1R inv ag 0%, aSyn yeast inh 6%, GLP-1R agonist -3%, D3 antag -1, Akt phos inh inactive and TDP43 rescue 10%.
Screening Cc1cccc(N2CCN(S(=O)(=O)c3ccc4c(c3)C(C)(C)C(=O)N4C)CC2C)c1 (configuration not stated) returned Abeta rescue 3%, PTHR1 ag -57%[inhibitor], FUS yeast rescue 23%, GLP1R inv ag inconclusive, aSyn yeast inh 1%, GLP-1R agonist -2%, D3 antag -8, Akt phos inh inactive and TDP43 rescue 8%.
`CCOc1ccccc1N=C1SC(CC(=O)Nc2ccc(OC)cc2OC)C(=O)N1CCC1=CCCCC1` (configuration not stated) gave Abeta rescue 9%, PTHR1 ag -19%, FUS yeast rescue 30%, GLP1R inv ag 2.8µM*, aSyn yeast inh 18%, GLP-1R agonist 0%, D3 antag 4, Akt phos inh inactive and TDP43 rescue 7%.
Screening COc1ccc(/C=C(\C#N)C(=O)OCCNC(=O)c2ccncc2)cc1 returned Abeta rescue -7%, PTHR1 ag -11%, FUS yeast rescue 20%, GLP1R inv ag 9%, aSyn yeast inh -10%, GLP-1R agonist 3%, D3 antag 6, Akt phos inh inactive and TDP43 rescue -7%.
O=C(c1cccc(S(=O)(=O)N2CCOCC2)c1)N1CCCC1 was read as Abeta rescue 3%, PTHR1 ag inactive, FUS yeast rescue 4%, GLP1R inv ag 19%, aSyn yeast inh -2%, GLP-1R agonist -7%, D3 antag -22, Akt phos inh inactive and TDP43 rescue -10%.
For COc1ccccc1NC(=O)c1nn(-c2ccc(Cl)cc2)ccc1=O the results were Abeta rescue 12%, PTHR1 ag inactive, FUS yeast rescue -13%, GLP1R inv ag 20%, aSyn yeast inh 6%, GLP-1R agonist -2%, D3 antag inconclusive, Akt phos inh inactive and TDP43 rescue inconclusive.
Cc1cc(C)cc(NC(=S)N2CCC(NC(=O)c3ccc(F)cc3)CC2)c1 was read as Abeta rescue -13%, PTHR1 ag -24%, FUS yeast rescue 16%, GLP1R inv ag 14%, aSyn yeast inh -1%, GLP-1R agonist 7%, D3 antag -25, Akt phos inh inactive and TDP43 rescue -4%.
`CCOC(=O)N1CCN(C(=O)CN(c2cc(C)ccc2OC)S(=O)(=O)c2ccc(C)cc2)CC1` gave Abeta rescue -4%, PTHR1 ag inactive, FUS yeast rescue 26%, GLP1R inv ag 1%, aSyn yeast inh 0%, GLP-1R agonist 2% and TDP43 rescue -3%.
